Source: PubChem (National Center for Advancing Translational Sciences (NCATS))
EPAC2 agonist – activates human EPAC2 exchange factor; Q8WZA2; EPAC2 activation, biochemical qHTS; response scale: 100% = 6.5 mM cAMP response; Potency, µM (series often up to 154 µM), inactives show at the highest dose activation, hits mostly activators; 360,000 compounds, 0.079% hits; further: nearly all actives have a fitted effect of over 50% in size
Target sequence (Q8WZA2 whole entry, looked up): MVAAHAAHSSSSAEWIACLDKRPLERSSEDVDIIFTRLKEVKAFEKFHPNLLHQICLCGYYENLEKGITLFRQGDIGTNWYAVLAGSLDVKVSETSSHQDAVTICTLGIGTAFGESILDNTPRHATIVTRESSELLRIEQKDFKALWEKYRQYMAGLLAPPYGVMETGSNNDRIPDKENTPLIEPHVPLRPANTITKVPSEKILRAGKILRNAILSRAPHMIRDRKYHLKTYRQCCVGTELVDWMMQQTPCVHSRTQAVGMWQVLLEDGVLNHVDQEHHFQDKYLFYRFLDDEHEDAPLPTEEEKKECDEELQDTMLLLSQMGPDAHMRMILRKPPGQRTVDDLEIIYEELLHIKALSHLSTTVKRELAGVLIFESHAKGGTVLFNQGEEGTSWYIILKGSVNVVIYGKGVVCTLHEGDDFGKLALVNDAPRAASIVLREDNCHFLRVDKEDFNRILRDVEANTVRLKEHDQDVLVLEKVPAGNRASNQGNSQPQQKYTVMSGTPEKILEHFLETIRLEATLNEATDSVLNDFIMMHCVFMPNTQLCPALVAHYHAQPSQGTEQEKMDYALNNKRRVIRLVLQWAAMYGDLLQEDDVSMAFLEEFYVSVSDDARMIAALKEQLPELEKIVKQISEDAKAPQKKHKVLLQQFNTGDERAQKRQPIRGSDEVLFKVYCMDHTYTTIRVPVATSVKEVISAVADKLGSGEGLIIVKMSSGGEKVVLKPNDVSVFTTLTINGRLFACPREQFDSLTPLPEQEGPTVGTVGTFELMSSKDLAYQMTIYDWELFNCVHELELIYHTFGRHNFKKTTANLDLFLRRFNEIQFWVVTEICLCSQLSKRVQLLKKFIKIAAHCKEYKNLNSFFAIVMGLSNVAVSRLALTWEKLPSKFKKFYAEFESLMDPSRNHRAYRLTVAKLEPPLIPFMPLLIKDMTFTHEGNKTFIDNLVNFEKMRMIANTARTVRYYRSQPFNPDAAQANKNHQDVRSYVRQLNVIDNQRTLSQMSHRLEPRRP
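Compounds were titrated in qHTS against a Rap1B-BODIPY-GDP (250 nM) complex with EPAC2 (100 nM) and GDP (50 uM). BODIPY-GDP release tracked at 480/540 nm over 30 min at room temperature, normalized to 6.5 mM cAMP.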
PTHR1 agonist – agonists of human PTHR1 parathyroid hormone receptor; Q03431; HEK293 GP2 PTHR1 cells, GloSensor cAMP luminescence, 1 h; Potency, µM (doses to about 115 µM), for inactives: top-dose activation, actives largely listed as activators; 410,000 compounds, 0.075% hits; AID 743266; further: nearly all actives have a fitted effect of over 55% in size; some results filed as inactive show a strong effect at the top dose; inactives centre near -15; many of its hits are not listed in these tables
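HEK-293-derived GP2 cells expressing PTHR1 and a GloSensor cAMP reporter, 3,000/well, plated overnight, given luciferin plus IBMX (each 0.5 mM as added) for 1 h at 37 °C, then compound for 1 h at 37 °C. Luminescence was read after 15 min at room temperature.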
FUS suppressor – rescues growth of FUS-expressing yeast. 390,000 compounds, 0.24% hits. S. cerevisiae FUS-expressing, growth rescue, OD600, 24 h. Potency, µM (top dose mostly 76.6 µM), for the others: top-dose growth rescue (activation), actives largely listed as activators;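 further: plate controls were DMSO vehicle for no effect and reference control for full effect; nearly all actives have a fitted effect of over 55% in size; some results filed as inactive show a strong effect at the top dose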
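Compound concentration series was pinned onto galactose-induced FUS-expressing yeast seeded at OD 0.005. Plates sat 24hr at 30C; absorbance at 600 nm gave growth. DMSO served as background control.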
EPAC2 antagonist – EPAC2 (human) antagonism | Q8WZA2 | EPAC2 GEF exchange of Rap1B-BODIPY-GDP, fluorescence | Potency, µM (series often up to 114 µM), for inactives: top-dose activity, negative = inhibition, most hits filed as inhibitors | 360,000 compounds, 0.18% hits | AID 720708; further: on the % scale 0 is the no-effect control and ±100 the full control effect; nearly all actives have a fitted effect of over 45% in size; many of its hits are not listed in these tables
aSyn yeast inh – rescues yeast growth from alpha-synuclein toxicity; Yeast expressing alpha-synuclein, growth rescue, BacTiter-Glo, 24 h; Potency, µM (titrated, usually from 46.1 µM), for the others: top-dose growth rescue (activation), most hits filed as activators; 370,000 compounds, 0.14% hits; further: % of control where 0% means no effect; nearly all actives have a fitted effect of over 65% in size
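Screening used galactose-induced yeast with toxic alpha-synuclein levels, exposed to compound for 24 hr at 30 deg C. Cell growth, read with BacTiter-Glo luminescence, gave the measured signal.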
TDP-43 yeast inh – TDP-43 toxicity inhibition in yeast. TDP-43 expressing yeast growth rescue, BacTiter-Glo, 24 h. Potency, µM (top dose mostly 46.1 µM), inactives show at the top dose growth rescue (activation), usual class: activators. 410,000 compounds, 1.8% hits. AID 652104; further: % of control where 0% means no effect; nearly all actives have a fitted effect of over 50% in size
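Cell-based yeast growth screen: TDP-43 expression induced in galactose, inoculum OD600=0.02 after raffinose pregrowth to mid-log. Read-out BacTiter-Glo luminescence at 24 hr, 30 deg C; inhibition of toxicity seen as signal increase.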
EPAC1 ag – EPAC1 (human) agonism | O95398 | EPAC1 agonist qHTS, biochemical assay; response scale: 100% = response to 6.5 mM cAMP | Potency, µM (series often up to 154 µM), for the others: at the highest dose activation, actives largely listed as activators | 360,000 compounds, 0.073% hits | AID 720707; further: nearly all actives have a fitted effect of over 60% in size
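Multi-concentration qHTS readout: loss of Rap1B-bound BODIPY-GDP fluorescence driven by 100 nM EPAC1 with excess GDP (50 uM), monitored kinetically at room temperature; agonist response expressed relative to 6.5 mM cAMP.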
EPAC1 antagonist – blocks human EPAC1 exchange factor. O95398. EPAC1 GEF assay, Rap1b-BODIPY-GDP exchange fluorescence. Potency, µM (series often up to 115 µM), for inactives: at the top dose activity change, negative = inhibition, usual class: inhibitors. 360,000 compounds, 0.14% hits. AID 720709;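 further: plate controls were vehicle for no effect and positive control for full effect; nearly all actives have a fitted effect of over 50% in size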
The depositor's hits bear a star; i = inactive; ? = inconclusive; / = no result given; & = joins results of further samples; [ ] = remark or other dose. The call rests on the fitted dose curve; in most records, active means well fitted curve in the direction sought with a large enough effect; inconclusive means small, poorly fitted or top-dose-only effect, or another doubt; inactive means no such curve, though single readings can be large; an effect the other way counts as inactive or inconclusive. Potency means the concentration at half of the fitted maximal effect. Only part of the results is shown, so the mix of outcomes need not match the whole.

SMILES	EPAC2 agonist	PTHR1 agonist	FUS suppressor	EPAC2 antagonist	aSyn yeast inh	TDP-43 yeast inh	EPAC1 ag	EPAC1 antagonist
O=C(c1ccc(Cn2cc(Br)cn2)o1)N1N=C(C(F)F)CC1(O)C(F)F (stereo not drawn)	6%	-43%[inhibitor]	24%	-9%	3%	-24%	0%	-10%
COc1cc(NS(=O)(=O)c2ccc(NC(=O)CCC(=O)O)cc2)nc(OC)n1	2%	?	1%	0%	-2%	0%	5%	0%
Cc1ccc(C(=O)NCCNC(=O)CN2CCOCC2)cc1	4%	i	/	-1%	3%	-7%	2%	-1%
O=S(=O)(Nc1ccc2c(c1)OCCO2)c1cccs1	5%	i	14%	13%	-5%	-2%	-2%	-3%
O=C(Nc1ccccc1N1CCOCC1)C1CCCCN1S(=O)(=O)c1ccccc1 (stereo not drawn)	8%	-24%	40%	-7%	13%	?	-5%	-9%
O=C(C1CCCCC1)N1CCC(O)(c2ccc(Cl)cc2)CC1	7%	i	33%	-9%	6%	-13%	9%	-18%
Cc1cc(C)cc(NC(=O)/C=C/c2ccc([N+](=O)[O-])s2)c1	-6%	-1%	-19%	-5%	-7%	13%	8%	9%
Cn1cc(CCC(=O)NC2CC(C)(C)Cc3c2cnn3-c2ccc(F)cc2)cn1 (stereo not drawn)	7%	-5%	/	1%	-2%	-27%	-10%	-11%
C/C(=N\NC(=O)c1c(Cl)cnn1C)c1cccc(NC(=O)COc2ccccc2)c1	5%	-10%[57.5 µM]	-10%	0%	2%	1%	-2%	-7%
Cn1c(-c2ccccc2)cnc1SCC(=O)N1CCCCC1	1%	-2%	-17%	1%	-2%	16%	6%	-1%
NNc1nc(Nc2ccccc2)nc(Nc2ccccc2)n1	-5%	i	16%	-5%	-7%	8%	4%	1%
Cc1cc(C(F)(F)F)nn1CC(=O)NNC(=S)NCC(C)C	1%	i	32%	11%	0%	-4%	2%	15%
Cc1cccc(NC(=O)c2ccc(Cl)c(S(=O)(=O)N3CCCCCC3)c2)n1	11%	-57%[inhibitor]	/	-18%	-7%	?	12%	-13%
Clc1ccc(-c2nc3ncccn3c2Nc2ccc3c(c2)OCCO3)cc1	-2%	i	-20%&37%	16%	-7%	5%&2%	-4%	16%
COc1ccc(S(=O)(=O)N2CCCC2C(=O)Nc2nnc(-c3cccnc3)s2)cc1 (stereo not drawn)	5%	-42%[inhibitor]	16%	11%	-35%[inhibitor]	-16%	-5%	10%
CC1CN/C(=C\C(=O)c2ccccc2)C(=O)N1 (stereo not drawn)	?	0%[57.5 µM]	-16%	0%	-15%	0%	-2%	14%
O=C(CSc1ccccc1)OCC(=O)N1CCN(C(=O)c2ccco2)CC1	13%	i	-11%	0%	-3%	11%	21%	1%
CCOc1ccc(/C=C/c2c([N+](=O)[O-])c(=O)n(C)c(=O)n2C)cc1	-6%	-2%	-6%	-20%	3%	7%	-6%	8%
CCOC(=O)c1c(NC(=O)C(C)Sc2nnc(C)c(=O)[nH]2)sc2c1CCCC2 (stereo not drawn)	3%	-19%	?	?	8%	14%	8%	-8%
COC(=O)CSc1ccc2nnc(CCNS(=O)(=O)c3ccc(C)cc3)n2n1	2%	-23%	-33%&-10%	5%	-1%	0%&-1%	6%	2%
COCCn1c(=S)[nH]c2cc(C(=O)N3CCN(c4cccc(Cl)c4)CC3)ccc2c1=O	13%	-83%[inhibitor]	?	3%	-6%	4%	-3%	-2%
CC(=O)OC1CCC2(C)C(CCC3C2CC(OC(C)=O)C2(C)C3C[C@@H]3O[C@]4(CC[C@@H](C)CO4)[C@@H](C)C32)C1 (stereo partly drawn)	-6%	-20%	-15%	6%	2%	?	-1%	11%
CCn1c(C)cc(=O)cc1-c1ccc(Cl)cc1	5%	i	-5%	2%	10%	-7%	8%	-9%
O=C1OCC(c2ccccc2)=C1c1ccccc1	4%	-3%	-14%	-24%	-2%	18µM*	7%	7%
Cc1cc(=O)oc2cc(NC(=O)C(C)N3C(=O)C4CCCCC4C3=O)ccc12 (stereo not drawn)	-14%	i	2%	0%	-1%	17%	-12%	3%
c1cn2c(NC3CCCCC3)c(-c3ccc(SC4CCCCC4)cc3)nc2cn1	-3%	-80%[inhibitor]	-16%&16%	?	3%	?	5%&-27%	?
CCOc1ccc(-c2nc3scc(-c4cccs4)c3c(=O)[nH]2)cc1	-4%	-16%	13%	-2%	-10%	-12%	-6%	-3%
CN(C)CCNC(=O)c1cccc(-c2cnc3c(NC=O)cc(-c4cccc(F)c4)cn23)c1	7%	-21%	-3%	5%	-1%	4%	7%	9%
Cc1cc(C)n2nc(SCC(=O)N3CCOCC3)nc2n1	6%	i	-13%	2%	2%	6%	7%	-3%
O=C(NCC1CCCO1)c1cccc(NC(=O)c2cccs2)c1 (stereo not drawn)	1%	-4%	1%	2%	0%	10%	-5%	3%

Exported with each value named: entries from further up
> CC1CN/C(=C\C(=O)c2ccccc2)C(=O)N1 (stereo not drawn)
- EPAC2 agonist: ?
- PTHR1 agonist: 0%[57.5 µM]
- FUS suppressor: -16%
- EPAC2 antagonist: 0%
- aSyn yeast inh: -15%
- TDP-43 yeast inh: 0%
- EPAC1 ag: -2%
- EPAC1 antagonist: 14%
> O=C(CSc1ccccc1)OCC(=O)N1CCN(C(=O)c2ccco2)CC1
- EPAC2 agonist: 13%
- PTHR1 agonist: i
- FUS suppressor: -11%
- EPAC2 antagonist: 0%
- aSyn yeast inh: -3%
- TDP-43 yeast inh: 11%
- EPAC1 ag: 21%
- EPAC1 antagonist: 1%
> CCOc1ccc(/C=C/c2c([N+](=O)[O-])c(=O)n(C)c(=O)n2C)cc1
- EPAC2 agonist: -6%
- PTHR1 agonist: -2%
- FUS suppressor: -6%
- EPAC2 antagonist: -20%
- aSyn yeast inh: 3%
- TDP-43 yeast inh: 7%
- EPAC1 ag: -6%
- EPAC1 antagonist: 8%
> CCOC(=O)c1c(NC(=O)C(C)Sc2nnc(C)c(=O)[nH]2)sc2c1CCCC2 (stereo not drawn)
- EPAC2 agonist: 3%
- PTHR1 agonist: -19%
- FUS suppressor: ?
- EPAC2 antagonist: ?
- aSyn yeast inh: 8%
- TDP-43 yeast inh: 14%
- EPAC1 ag: 8%
- EPAC1 antagonist: -8%

Arranged by count of non-hydrogen atoms (rising): some entries from above.
SMILES	EPAC2 agonist	PTHR1 agonist	FUS suppressor	EPAC2 antagonist	aSyn yeast inh	TDP-43 yeast inh	EPAC1 ag	EPAC1 antagonist
Cc1cc(=O)oc2cc(NC(=O)C(C)N3C(=O)C4CCCCC4C3=O)ccc12 (stereo not drawn)	-14%	i	2%	0%	-1%	17%	-12%	3%
CN(C)CCNC(=O)c1cccc(-c2cnc3c(NC=O)cc(-c4cccc(F)c4)cn23)c1	7%	-21%	-3%	5%	-1%	4%	7%	9%
CC(=O)OC1CCC2(C)C(CCC3C2CC(OC(C)=O)C2(C)C3C[C@@H]3O[C@]4(CC[C@@H](C)CO4)[C@@H](C)C32)C1 (stereo partly drawn)	-6%	-20%	-15%	6%	2%	?	-1%	11%

(listing goes on)
SMILES	EPAC2 agonist	PTHR1 agonist	FUS suppressor	EPAC2 antagonist	aSyn yeast inh	TDP-43 yeast inh	EPAC1 ag	EPAC1 antagonist
CCCn1c(O)c(/C=C2\C=NN=C2c2ccccc2)sc1=S	-10%	i	1%	-4%	9%	24%	1%	?
CCOc1ccc(N(C(=O)CNC(=O)c2ccco2)C(C(=O)NC2CCCC2)c2ccncc2)cc1 (stereo not drawn)	11%	-20%	12%	-17%	0%	-11%	2%	2%
CCC1(CC)NC(=O)N(CC(=O)OCC(=O)Nc2ccc(F)c(F)c2F)C1=O	-3%	i	-1%	20%	0%	-13%	-3%	17%
CC1CC(C)CN(C(=O)CSc2nc3ccsc3c(=O)n2Cc2ccccn2)C1 (stereo not drawn)	3%	5%[57.5 µM]	18%	-1%	7%	-1%	10%	8%
COc1cc2c(cc1OC)CN(C(=O)/C=C/c1cccc([N+](=O)[O-])c1)CC2	5%	i	-3%	-2%	9%	21%	6%	-7%
N#Cc1nc(-c2ccccc2Cl)oc1N1CCCCC1	16%	-54%[inhibitor][57.5 µM]	20%	-3%	0%	?	24%	-28%
COc1cc2[nH]c(=O)n(CCC(=O)NC3CCN(Cc4ccccc4)CC3)c(=O)c2cc1OC	-4%	-14%	25%	9%	-7%	7%	-2%	7%
O=C(Cn1cnc([N+](=O)[O-])c1)NCc1ccc(F)cc1	7%	-22%[57.5 µM]	15%	-12%	-2%	-22%	2%	4%
COc1ccc(-c2csc(Nc3cccc(C)n3)n2)cc1OC	-6%	-24%	-1%	-10%	-15%	?	11%	-2%
NS(=O)(=O)c1cccc(NC(=O)c2cc3ccccc3o2)c1	6%	i	-3%	8%	-2%	-18%	-9%	1%

Retrieved one by one from the entries so far (three):
SMILES	EPAC2 agonist	PTHR1 agonist	FUS suppressor	EPAC2 antagonist	aSyn yeast inh	TDP-43 yeast inh	EPAC1 ag	EPAC1 antagonist
COc1cc2[nH]c(=O)n(CCC(=O)NC3CCN(Cc4ccccc4)CC3)c(=O)c2cc1OC	-4%	-14%	25%	9%	-7%	7%	-2%	7%
N#Cc1nc(-c2ccccc2Cl)oc1N1CCCCC1	16%	-54%[inhibitor][57.5 µM]	20%	-3%	0%	?	24%	-28%
CCC1(CC)NC(=O)N(CC(=O)OCC(=O)Nc2ccc(F)c(F)c2F)C1=O	-3%	i	-1%	20%	0%	-13%	-3%	17%

Next section:
SMILES	EPAC2 agonist	PTHR1 agonist	FUS suppressor	EPAC2 antagonist	aSyn yeast inh	TDP-43 yeast inh	EPAC1 ag	EPAC1 antagonist
Cc1ccc(NC(=S)N=Nc2c(O)[nH]c3ccccc23)cc1	9%	-4%	23%	3%	-6%	24%	3%	-29%
CCOC(=O)C(Cc1c[nH]c2ccccc12)NC(=O)c1ccccc1Br (stereo not drawn)	3%	-80%[inhibitor]	3%	4%	-2%	5%	8%	-3%
CCOC(=O)c1c(NC(=O)COC(=O)c2ccc(Cl)nc2)sc(C(=O)N(C)C)c1C	1%	i	21%	10%	-14%	17%	-2%	7%
Cc1cccc(-c2nc(NCCN(C)C)c3ccccc3n2)c1	13%	i	-15%	14%	1%	17%	1%	6%
